All columns: NCI-60 one-dose screen, growth in % after 48 h at 10 µM unless noted; 100 = growth as untreated, 0 = no growth, -100 = all killed.
SN12C = SN12C renal cancer cells. actives 3.8% (n = 81,000). AID 1794767
OVCAR-5 = OVCAR-5 ovarian cancer; AID 1794783; actives 2.9% (n = 82,000)
IGROV1 = IGROV1 ovarian cancer. actives 4.7% (n = 79,000). AID 1794786
UO-31 = UO-31 renal cancer; actives 5.2% (n = 81,000); AID 1794768
TK-10 = TK-10 renal cancer cells | actives 3.9% (n = 81,000)
786-0 = 786-0 renal cancer cells; actives 5.1% (n = 81,000)
OVCAR-4 = OVCAR-4 ovarian cancer cells; actives 3.7% (n = 80,000); AID 1794784
SK-OV-3 = SK-OV-3 ovarian cancer cells; AID 1794785; actives 3.2% (n = 80,000)
* marks the source's active call; other numbers are inactive results; · = not tested or not shown; & = joins results of further samples; [ ] = dose if it differs, or a comment. Rule for the calls: active = growth percent below 10; inactive = the rest.

canonical_smiles	OVCAR-4	IGROV1	TK-10	SK-OV-3	UO-31	786-0	OVCAR-5	SN12C
O=C(/C=C/c1c[nH]c2ccccc12)c1cc2ccccc2oc1=O	92	72	124	133	58	100	121	97
CCCCCCCCCCCCCCCC[N+]1(C)CCN(SN2CC[N+](C)(CCCCCCCCCCCCCCCC)CC2)CC1	75	-19*	53	124	77	30	50	73
O=C(C[n+]1ccccc1Cl)c1ccccc1	96	111	107	99	92	95	101	106
COc1ccc(CCNC(=O)C(=O)[C@H](Cc2ccccc2)NC(=O)c2oc3cc(OC)c(OC)cc3c(=O)c2C)cc1	107	106	97	109	92	94	103	96
CC(=O)N1N=C(c2ccc(Cl)cc2)CC1c1cn(-c2ccccc2)nc1-c1ccc(OCc2ccccc2)cc1 (stereo not given)	104	115	106	111	80	99	112	98
COc1cc(OCc2ccccc2)c(OC)c(OCc2ccccc2)c1	80	85	101	88	65	99	94	88
CCCCCCCCCCCCN(C)CCCCCCCCCCCC	108	92	102	109	90	99	96	97
NS(=O)(=O)c1ccc(NC(=O)CN2C(=O)C(=O)c3ccccc32)cc1	111	124	115	116	79	110	107	110
Cc1nc(SCC(=O)NC2CCCC2)c2oc3ccccc3c2n1	85	95	105	111	85	92	99	84
Nc1ccc(-c2ccc(F)cc2F)nc1NC(=O)N1Cc2cn(CC3COC3)nc2C1	102	80	66	85	82	85	90	105
ClC1CCC(c2ccccc2)CC1 (stereo not given)	101	106	95	104	91	103	109	101
Nc1nn2c(-c3cc4ccccc4oc3=O)ccnc2c1N=Nc1ccccc1	97	48	103	60	63	41	82	49
COC(=O)[C@]12CC[C@@H](C(=O)/C=C/c3cccnc3)[C@@H]1[C@H]1CC[C@@H]3[C@@]4(C)CC[C@H](O)C(C)(C)[C@@H]4CC[C@@]3(C)[C@]1(C)CC2	92	92	116	101	78	99	97	82
OCCC[C@@]12C(I)=C3CCCC[C@H]3[C@@H]1CCc1cc3c(cc12)OCO3	90	100	102	107	94	100	92	92
O=C1/C(=C/c2ccc(F)cc2)COc2ccc(O)c(O)c21	43	-22*	18	69	-97*	-48*	1.5*	-50*
CCCCNC(=O)C(c1ccccc1)c1ccccc1	103	94	92	97	86	100	95	99
Cc1ccc2c(c1)C(C)Cc1c(ncnc1-n1cnc3ccccc31)N2C (stereo not given)	30	38	14	44	40	31	43	38
COC(=O)c1ccccc1SSc1ccccc1C(=O)OC	120	96	81	105	73	104	107	97
CC1CCC(C(C)C)C(NC(=O)c2ccncc2)C1 (stereo not given)	93	108	109	112	93	100	102	98
CCc1ccc(NC(=O)Cn2cc(CN3C(=O)c4ccccc4S3(=O)=O)nn2)cc1	97	93	103	76	85	103	108	100

New compounds follow:
canonical_smiles	OVCAR-4	IGROV1	TK-10	SK-OV-3	UO-31	786-0	OVCAR-5	SN12C
O=c1[nH]c(=S)c2cnn(-c3ccccc3)c2[nH]1	93	95	162	68	83	104	101	93
CC(=O)N1C(=S)NC(=O)C1Cn1cnc2ccccc21 (stereo not given)	97	99	110	105	85	105	97	99
COc1ccc(C2OC3=C(Nc4ccc(Cl)cc4N3)C2=O)cc1 (stereo not given)	73	75	120	89	55	93	97	85
CCOC(=O)CSc1ncnc2c1c(-c1ccccc1)c(-c1ccccc1)n2-c1cccc(Cl)c1	95	82	116	76	67	104	97	79
Cc1cccc(C)c1N=c1oc2ccc(Cl)cc2nc1-c1ccccc1O	78	88	101	93	77	90	81	87
CCOC(=O)c1sc(NCC(=O)Nc2ccccc2Cl)c(C(=O)OCC)c1C	106	110	87	·	105	98	99	97
CCCCn1c(SCCc2c[nH]c3ccccc23)nnc1-c1ccncc1	100	97	101	103	69	102	103	104
CCCCCCN(CCCCCC)CC(O)c1ccc2c3c(cccc13)CC2 (stereo not given)	72	39	·	70	32	43	49	61
CC(=O)c1ccc(-n2c(=O)c3ccccc3c3ccccc3c2=O)cc1	113	114	98	111	77	104	106	101
CC(C)(C)NC(=O)c1ccc(C(=O)NC(C)(C)C)cc1	101	108	71	116	99	98	104	109
S=C(N/N=C/c1cccc2ccccc12)N/N=C/c1cccc2ccccc12	98	86	114	115	75	106	107	97
CC(=O)Oc1cc(C)c(OC(C)=O)c(C)c1C	125	122	124	125	88	108	125	99
Cc1ccc2oc(=O)cc(C3c4ccc([nH]4)C(c4cc(=O)oc5ccc(C)cc45)c4ccc([nH]4)C(c4cc(=O)oc5ccc(C)cc45)c4ccc([nH]4)C(c4cc(=O)oc5ccc(C)cc45)c4ccc3[nH]4)c2c1 (stereo not given)	-6.0*	-20*	-22*	-31*	-25*	-59*	-12*	·
CS(=O)(=O)Oc1ccc(-c2ccc3occc3c2)cc1	100	94	96	106	83	96	112	100
O=C(NO)c1ccc2nc(-c3ccc([N+](=O)[O-])cc3)[nH]c2c1	103	103	123	112	85	94	109	102
CCCCCOC(=O)c1ccc(NC(=O)CN2CCOCC2)cc1	108	108	118	102	79	106	100	92
O=c1/c(=C\c2ccc(-c3cc(Cl)cc(Cl)c3)o2)sc2nc(-c3ccco3)nn12	99	103	98	104	92	102	120	101
O=S(=O)(Nc1nc2cc(F)ccc2n2cccc12)c1ccccc1	90	86	119	90	82	105	113	99
CC1(C)CC(=O)C2=C(C1)N(c1ccc(F)cc1F)C(N)=C(C#N)C2c1ccc([N+](=O)[O-])cc1 (stereo not given)	103	110	118	115	89	100	113	110
N#Cc1c(-c2cccs2)cc(-c2ccccn2)[nH]c1=O	108	104	126	96	73	101	104	94

Next part.
canonical_smiles	OVCAR-4	IGROV1	TK-10	SK-OV-3	UO-31	786-0	OVCAR-5	SN12C
COc1ccc(/C=N/c2n[nH]c(-c3ccc(OC)cc3)n2)cc1	109	88	80	87	80	93	105	104
O=C(Cn1nncc1CN1C(=O)CSC1=O)Nc1cccc(Cl)c1	109	102	107	91	91	103	109	108
CCOCCCn1c(-c2ccoc2C)nnc1N1CCN(C(C)C(F)(F)F)CC1 (stereo not given)	101	102	105	·	90	98	99	97
N#CC1=C(N)Oc2cc(N)ccc2C1c1cc2ccccc2n2nnnc12 (stereo not given)	105	97	97	90	69	63	90	81
Clc1ccc(-c2cn3cc(Cc4ccc(Cl)cc4Cl)sc3n2)cc1	80	71	144	91	79	99	95	88
Cc1ncc(CO)c(CO)c1OCC(O)CN1CCN(c2ccc(F)cc2)CC1 (stereo not given)	97	99	94	108	86	97	98	92
CCOC(=O)c1sc2nc(-c3cccc(C#N)c3)nc(N3CCOCC3)c2c1C	62	96	94	72	103	91	95	88
CC(=O)c1c[nH]c(=O)[nH]c1=O	109	102	·	104	93	86	110	101
OCCCNCc1ccccc1	123&105	109	103&103	111&95	90&94	113&110	112&109	98&96
NCCN1C(=O)c2cccc3c(-c4ccc5c(c4)ncn5C4CCCCC4)ccc(c23)C1=O	101	91	101	108	65	100	105	97
C=CCOC(=O)Oc1c(Cl)c(Cl)c(OC(=O)OCC=C)c(Cl)c1Cl	95	106	113	114	83	106	108	100
COc1cc(-c2cc(/C=C3\CCc4ccccc4C3=O)[nH]n2)cc(OC)c1OC	77	63	104	99	56	96	103	82
CCCS(=O)(=O)Nc1cccc(Nc2ncnc3cc(NC(=O)CCl)ccc23)c1Cl	-38*	-53*	-36*	-4.6*	-95*	-88*	-65*	-76*
N#CCC(=O)c1cccc(Cl)c1	110	100	99	104	88	102	97	·
Cc1nc(-c2cc3ccccc3oc2=O)ccc1C(=O)/C=C/c1ccc([N+](=O)[O-])cc1	104	99	142	127	90	108	120	100
COC1C/C(=N\O)C2OC(c3ccccc3)OCC2O1 (stereo not given)	104	109	112	100	87	104	109	104
CCOc1nc(-c2ccccc2)cc2c(O)c(C(=O)NC(C)C)[nH]c(=O)c12	118	65	133	99	80	112	114	114
CCOC(=O)CC[C@H](NC(=O)c1ccc(NC(=O)Cn2cnc3c(c(C)nn3-c3ccccc3)c2=O)cc1)C(=O)OCC	96	106	109	90	87	96	93	86
CC(=O)c1ccccc1OC(=O)c1ccccc1	106	116	107	103	91	92	99	·
Cn1c(=O)[nH]c(-c2cccc([N+](=O)[O-])c2)c(C#N)c1=O	106	99	112	103	84	97	99	97

(listing goes on)
canonical_smiles	OVCAR-4	IGROV1	TK-10	SK-OV-3	UO-31	786-0	OVCAR-5	SN12C
CCCCNCCOC(=O)c1ccc([N+](=O)[O-])cc1	110	·	108	98	104	152	101	96
CC(C)C(NC(=O)c1ccccc1)C(=O)Nc1nc(-c2cccnc2)cs1 (stereo not given)	76	48	130	110	76	106	96	97
C[C@@H]1CC[C@@H]2[C@@H](C1)Oc1cc(O)ccc1C2(C)C	103	·	93	95	88	103	105	·
C/C(=C(/c1ccc(Cl)cc1)c1ccc(OCCN)cc1)c1ccc(Cl)cc1	101	96	112	116	77	100	109	108
CCN(CC)c1ccc(/C=C/C2=[N+](C)c3ccccc3C2(C)C)cc1	41	19	29	-0.2*	22	8.1*	35	1.4*
CCOC(OC(=O)c1ccccc1)C(OCC)OC(=O)c1ccccc1 (stereo not given)	119	114	88	113	96	106	106	94
CCN(CC)c1ccc2cc(C(Nc3ccc(OC)cc3)c3nnnn3C(C)(C)C)c(=O)oc2c1 (stereo not given)	·	99	105	111	80	100	100	95
CCOC(=O)c1ccc(C=O)cc1	109	97	103	109	93	104	116	103
Cc1nn(-c2ccc(C#N)cc2)c2nc3c(nc12)c(=O)oc1ccccc13	116	118	123	111	95	95	103	100
C[C@@H](O)CO	115	130	120	109	94	102	107	108
CC1=C(SCC(=O)OCCCCCC(C)C)C(=O)c2ccccc2C1=O	70	80	133	104	63	100	113	83
O=C(Nc1ccc(-n2cc(-c3ccncc3)c(-c3ccc(Cl)c(O)c3)n2)cc1)Nc1cc(C(F)(F)F)cc(C(F)(F)F)c1	26	23	·	15	35	-60*	38	30
COC(=O)C1=CCCCC(N2CCOCC2)=C1C(=O)OC	113	113	97	104	94	115	100	101
CCC(=O)Oc1cc2c(cc1Br)OCO2	103	109	117	102	36	97	113	103
Cc1ccc(S(=O)(=O)O)c(C)c1Br	98	105	103	106	89	102	101	104
COc1cc(C(=O)c2cc(C(C)=O)c3cc(C)ccn23)cc(OC)c1OC	92	96	105	106	63	86	102	94
O=C(c1ccc(O)cc1)C1[C@H](c2ccccc2Br)[C@@H](c2ccccc2)NC12C(=O)Nc1ccc(Br)cc12 (stereo not given in full)	51	18	76	65	36	48	64	15
FC(F)(F)c1ccc2c(c1)Nc1ccccc1S2	99	95	93	125	86	89	93	99
CCOC(=O)C(C)(C#N)C1C=CCCC1 (stereo not given)	92	95	83	95	84	87	68	95
CC1CCCC(C)N1CCOc1cc(N)ccc1C#N (stereo not given)	112	99	103	93	77	106	99	96

Carrying on.
canonical_smiles	OVCAR-4	IGROV1	TK-10	SK-OV-3	UO-31	786-0	OVCAR-5	SN12C
Cc1ccc(-n2c(/C=C3\C(=O)Nc4ccccc43)ccc2COCC2CO2)cc1 (stereo not given)	103	111	120	118	94	106	113	106
O=C(CSSCC(=O)c1ccc(Cl)cc1)c1ccc(Cl)cc1	86	79	41	60	86	86	60	79
CN(C)c1ccc(N=Nc2ccccc2C(=O)O)cc1	72	85	92&84	91&97	66	87&103	83&112	82&88
COc1cc(-c2csc(Nc3cc(NCCCO)nc(C)n3)n2)cc(OC)c1OC	85	107	86	73	75	66	94	89
C#CC[C@H](N)C(=O)O	107[20 µM]	106[20 µM]	88[20 µM]	105[20 µM]	86[20 µM]	98[20 µM]	93[20 µM]	98[20 µM]
O=C(NCc1ccc(Cl)cc1)C1CN(c2ccc(Cl)cc2)N(c2ccc(Cl)cc2)C1=O (stereo not given)	85	78	102	·	61	102	84	86
O=C(Nc1ccccc1C1=NCCN1)c1ccc(C(=O)Nc2ccccc2C2=NCCN2)cc1	118	101	99	109	81	101	121	102
CC/C(=C/c1ccc(OC)cc1O)c1ccc2ccc(OC)cc2[o+]1	89	92	125	102	90	97	94	97
COC(=O)c1csc(-c2ccc(CO)o2)n1	102	109	100	111	92	101	113	98
CC(=O)CC(=O)Nc1ccccc1C	96	94	124	104	91	107	·	104
Cc1ccccc1NC(=O)COc1cc(O)c2c(=O)cc(-c3ccccc3)oc2c1	92	95	101	112	81	103	98	101
N[C@H](Cc1c[nH]c2ccccc12)C(=O)O	106	104	84	90	85	105	96	101
O[C@@H]1Cc2cc(Br)c3ccccc3c2N[C@H](c2cccs2)C1	51	85	74	70	57	93	96	75
NS(=O)(=O)c1ccc(Nc2nc(N/N=C/c3cccs3)nc(Nc3ccccc3)n2)cc1	70	34	102	122	83	86	81	86

Compound activity as filed in PubChem.
